phage Ecoli inh: E. coli growth loss with phage present. growth absorbance. actives 0.26% (n = 360,000). inhibition, % at 11.9 µM; in the data active = inhibition above about 11%
PKA-R1A activ: PKA-R1A complex activation; PKA-R1A dissociation, Cy5-IP20 fluorescence polarization; scaled: DMSO 0%, 113 µM cGMP 100%; activation, % at 11.4 µM; actives 0.083% (n = 340,000); AID 504707;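 active = percent activation above the mean of all tested compounds plus 3 SD, cut at about 19% in these data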;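 also: higher means more PKAc released from R1A so a rise in polarization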
AddAB inh: less growth of phage-infected E. coli with AddAB. E. coli expressing H. pylori AddAB, absorbance growth. inhibition, % at 11.9 µM. actives 0.29% (n = 330,000); in the data active = inhibition above about 12%;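 also: 0% = vehicle wells of infected cells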
PfHsp90 set2: growth inhibition of yeast expressing Plasmodium Hsp90; S. cerevisiae expressing PfHsp90, BacTiter-Glo ATP, 48 h; yeast lacking PDR1 and PDR3 efflux regulators; actives 0.32% (n = 310,000); inhibition, % at 9.4 µM;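 active = every replicate shows inhibition above about 80%, whatever the replicate mean, limit read from the data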;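 also: 0% = DMSO neutral controls and 100% = 20 µM radicicol positive controls; yeast relying on Plasmodium falciparum Hsp90 in place of its own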
Ecoli viability: counter-screen for AddAB inhibitors: E. coli growth inhibition. E. coli V3065 growth, OD600 absorbance, 18 h. inhibition, % at 11.9 µM. actives 0.27% (n = 330,000). AID 449728;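 active = inhibition above the campaign's mean inhibition across all tested compounds plus 3 SD, cut at about 9.9% in these data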;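 also: uninfected addAB+ strain grown without phage in ampicillin broth; 0% = DMSO wells and 100% = ciprofloxacin 0.95 µg/ml wells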
HTR5A inv ctr: HTR5A inverse agonism, opioid heterodimer counter-screen; P47898; HTR5A cell line, luminescence; inhibition, % at 9.3 µM; actives 0.083% (n = 340,000); AID 504634; in the data active = inhibition mostly above about 23%, no sharp cut-off; inactive = mostly below about 18%;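 also: 0% = cells with DMSO and 100% = no-cell wells with DMSO; some compounds called inactive have numbers as strong as hits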
Target sequence (P47898 whole entry, looked up): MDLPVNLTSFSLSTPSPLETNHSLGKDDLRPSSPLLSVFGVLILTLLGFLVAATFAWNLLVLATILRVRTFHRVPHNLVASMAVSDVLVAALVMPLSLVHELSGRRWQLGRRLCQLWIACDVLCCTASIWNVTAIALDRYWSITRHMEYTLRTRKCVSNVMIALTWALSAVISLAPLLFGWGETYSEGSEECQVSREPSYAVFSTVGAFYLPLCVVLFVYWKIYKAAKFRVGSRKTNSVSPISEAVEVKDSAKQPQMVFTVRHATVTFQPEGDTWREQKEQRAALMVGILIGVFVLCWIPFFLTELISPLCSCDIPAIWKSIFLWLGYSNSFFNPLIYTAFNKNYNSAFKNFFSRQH
MOR-DOR ag: OPRM1-OPRD1 heterodimerization agonism; activation, % at 9.3 µM; cells, luminescence; AID 504326; actives 0.3% (n = 340,000); in the data active = activation above about 18%;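 also: 0% = vehicle-treated cells and 100% = reference agonist; values of inactives mirror those of a sister screen read the other way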
Tat export inh: inhibitors of E. coli Tat protein transport. E. coli MC4100 TorA-mCherry Tat export, fluorescence. inhibition, % at 10 µM. actives 0.036% (n = 340,000). AID 488895;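 active = mean replicate inhibition at least 50% and at least half of replicates individually reaching 50%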;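 also: exported cargo escapes ClpAP degradation while cytoplasmic cargo is degraded and loses fluorescence; 0% = median of neutral control wells and 100% = median of NaSCN control wells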
OPRM1-OPRD1 inv: mu-delta opioid heterodimer inverse agonism; cell-based MOR-DOR heterodimer luminescence; P35372+P41143; actives 0.21% (n = 340,000); inhibition, % at 9.3 µM; in the data active = inhibition above about 22%, passing the limit was not always enough;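 also: 0% = cells with DMSO and 100% = wells without cells with DMSO; values of inactives mirror those of a sister screen read the other way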
PKA-R2B act: activators of human PKA-R2B complex; P22694+P31323; actives 0.079% (n = 340,000); PKA-R2B holoenzyme dissociation, Cy5-IP20 fluorescence polarization; R2B truncated from residue 108, S112A mutant; 0% DMSO only, 100% 113 µM cGMP; activation, % at 11.4 µM;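 active = activation above a cutoff set at the mean over all compounds plus 3 SD, cut at about 18% in these data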;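 also: higher means more holoenzyme dissociation and a rise in polarization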
Target sequence (P31323 whole entry, looked up, other chains not shown, the tested form may be a part): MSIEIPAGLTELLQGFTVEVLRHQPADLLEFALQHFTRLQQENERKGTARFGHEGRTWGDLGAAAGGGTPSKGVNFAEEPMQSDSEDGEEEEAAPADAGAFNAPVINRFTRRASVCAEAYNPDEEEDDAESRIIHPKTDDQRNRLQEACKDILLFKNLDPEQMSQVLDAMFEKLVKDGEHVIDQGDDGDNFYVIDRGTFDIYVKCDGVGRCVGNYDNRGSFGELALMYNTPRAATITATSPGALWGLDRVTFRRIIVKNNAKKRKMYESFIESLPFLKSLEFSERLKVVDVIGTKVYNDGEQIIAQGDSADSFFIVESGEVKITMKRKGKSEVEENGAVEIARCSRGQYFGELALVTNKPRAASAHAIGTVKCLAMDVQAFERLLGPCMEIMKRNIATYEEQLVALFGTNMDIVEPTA
Mot1-301 SUMO: SUMOylation pathway inhibition by Mot1-301 growth rescue | S. cerevisiae Mot1-301 growth rescue, ATP luminescence, 38.5C; percent above DMSO median, 100 means doubled | growth rescue, % at 18.8 µM | actives 1% (n = 320,000);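 active = every valid replicate shows activation above 250% relative to neutral control wells; inactive = the rest, any valid replicate at or below 250%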;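 also: OY570 slx delta 5 strain wells were the positive control but not used for scaling; some compounds called inactive have numbers as strong as hits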
* marks the source's active call; other numbers are inactive results; nt = not tested or not shown.

1: O=C(Nc1ccc(Cl)c(S(=O)(=O)N2CCCCC2)c1)C1=COCCO1
2: COc1cc(C(c2nnnn2C2CCCC2)N2CCN(C)CC2)cc(OC)c1OC (stereo unspecified)
3: Cc1ccc2c(CC(=O)Nc3cccc(S(=O)(=O)N4CCOCC4)c3)coc2c1
4: COCCN(Cc1ccccc1)C(=O)c1ccc(C(=O)c2ccccc2)cc1
5: O=C(NCCCc1ccc(F)cc1)C1CCC(=O)N(CCN2CCOCC2)C1 (stereo unspecified)
6: CCOC(=O)C1(CC2CCCCO2)CCN(C2CCSCC2)CC1 (stereo unspecified)
7: N#C/C(=C/c1ccc(N2CCOCC2)o1)C(=O)N1CCOCC1
8: Cc1ccc(CNC(=O)CCCn2nc(C)n3ccnc3c2=O)cc1
Screen / compound no.	1	2	3	4	5	6	7	8
phage Ecoli inh	4.7	-0.5	2.1	1.2	2.0	3.7	2.5	2.4
PKA-R1A activ	-11	1	-2	-8	-2	3	-8	-8
AddAB inh	-1.7	1.2	0.1	-0.7	0.0	2.9	3.7	0.3
PfHsp90 set2	nt	0	-6	nt	-5	-7	12	0
Ecoli viability	-1.1	-2.9	-3.2	-0.2	1.0	-1.7	-0.2	-0.2
HTR5A inv ctr	9	-8	-11	7	22	12	8	-8
MOR-DOR ag	2.1	-3.0	0.2	2.3	-2.7	-5.7	-0.7	-0.3
Tat export inh	3	-11	9	9	-11	-2	-11	5
OPRM1-OPRD1 inv	-14	13	-1	-10	14	27	4	2
PKA-R2B act	-3	-6	-4	1	2	4	-2	-4
Mot1-301 SUMO	-4	-8	-6	-4	-7	-16	-22	-3

9: O=C(CCN1C(=O)C2CCCCC2C1=O)Nc1nc2ccc(F)cc2s1 (stereo unspecified)
10: Cc1ccc(NC(=S)NC(=O)c2cccs2)cc1F
11: O=C(NC(=S)NC(c1ccccc1)c1ccncc1)c1ccccc1 (stereo unspecified)
12: O=C(Nc1ccccc1Oc1ccccc1)c1cnccn1
13: Cc1ccc(S(=O)(=O)N(CCC(=O)NCc2ccccc2F)c2ccccc2)cc1
14: COc1ccc([N+](=O)[O-])cc1Nc1ncnc2ccccc12
15: COc1ccccc1N(CC(=O)NCc1ccccc1C)S(=O)(=O)c1ccc(C)cc1
16: O=c1nc(N2CCOCC2)nc2n1CCO2
Screen / compound no.	9	10	11	12	13	14	15	16
phage Ecoli inh	-0.1	4.2	2.5	3.9	1.1	2.3	1.0	0.5
PKA-R1A activ	0	-6	14	1	1	-7	-7	-1
AddAB inh	0.4	-1.0	2.4	-0.1	1.3	3.3	0.8	3.1
PfHsp90 set2	-11	0	-20	-27	-3	-9	-3	10
Ecoli viability	-3.7	-0.7	-1.0	0.1	-0.7	-0.6	-1.5	1.6
HTR5A inv ctr	-14	6	31	-1	0	7	-1	0
MOR-DOR ag	-0.8	2.3	1.8	-0.3	1.4	-0.8	1.9	-1.6
Tat export inh	-3	1	2	0	-1	-2	6	2
OPRM1-OPRD1 inv	3	-12	-10	2	-6	6	-14	10
PKA-R2B act	1	8	-9	-2	-5	-2	-16	0
Mot1-301 SUMO	1	41	1	-2	15	1	3	12

17: O=C(COC(=O)/C=C/c1cccc(F)c1)NC1CCCC1
18: CC(C)(C)NS(=O)(=O)c1ccc2c(c1)oc(=O)c1cc(S(=O)(=O)NC(C)(C)C)ccc12
19: CC(=O)NC(NC(=S)Nc1cccc(Br)c1)C(Cl)(Cl)Cl (stereo unspecified)
20: CC(=O)c1cccc(NC(=O)N2CCOCC2)c1
21: NC(=O)C1=C[C@@H](c2ccccc2)C[C@@H](OCc2ccc(CO)cc2)O1
22: O=C(NC1CC(=O)c2sccc21)c1cccc(C(F)(F)F)c1 (stereo unspecified)
23: O=C(COC(=O)[C@@H]1CCCN1C(=O)c1cccs1)Nc1cccc([N+](=O)[O-])c1
24: CCCCn1c(N)c(N(CCOC)C(=O)CSc2ccc([N+](=O)[O-])cc2)c(=O)[nH]c1=O
Screen / compound no.	17	18	19	20	21	22	23	24
phage Ecoli inh	2.4	2.6	4.6	0.1	3.3	1.8	2.4	7.1
PKA-R1A activ	-2	-5	-3	-4	-11	-6	-3	-16
AddAB inh	-0.1	0.5	1.9	nt	2.8	0.3	-0.3	-1.4
PfHsp90 set2	-19	nt	3	-8	-5	-7	nt	33
Ecoli viability	-2.5	-0.8	2.7	nt	1.5	-1.4	0.2	-1.4
HTR5A inv ctr	-6	-11	-11	-10	20	-2	4	-3
MOR-DOR ag	-0.9	-3.3	-1.7	-2.5	0.9	-0.2	-2.1	-4.6
Tat export inh	2	-2	-6	1	5	-7	-2	-1
OPRM1-OPRD1 inv	4	17	9	14	-5	1	11	17
PKA-R2B act	11	-12	-2	3	2	2	-1	-6
Mot1-301 SUMO	-8	-5	-18	-4	1	0	-5	-2

Some values from the list:
Reading for Cc1ccc(CNC(=O)CCCn2nc(C)n3ccnc3c2=O)cc1 in PKA-R1A activ: -8
Reading for O=C(COC(=O)[C@@H]1CCCN1C(=O)c1cccs1)Nc1cccc([N+](=O)[O-])c1 in PKA-R2B act: -1
Reading for Cc1ccc2c(CC(=O)Nc3cccc(S(=O)(=O)N4CCOCC4)c3)coc2c1 in phage Ecoli inh: 2.1

(list continues)
25: CCCOc1ccc(CNC(=S)Nc2ccccc2)cc1Cl
26: Cc1ccccc1C(=O)NCC(=O)OCCCOC(=O)CNC(=O)c1ccccc1C
27: O=C1CCC(C(=O)NCc2ccccc2)N1 (stereo unspecified)
28: O=C(N/N=C/c1cccs1)/C(=C/c1ccccc1)NC(=O)c1ccccc1
29: CC(=O)c1ccc(N(C(=O)Cn2nnc3ccccc32)C(C(=O)NC2CCCCC2)c2cn(C)nc2C)cc1 (stereo unspecified)
30: COc1ccc(CCNC(=O)CCc2nnc(Cc3ccc4c(c3)OCO4)o2)cc1
31: Cc1noc(C)c1C(=O)N(C)CC(=O)Nc1ccc(F)c(F)c1F
32: COc1ccc(S(=O)(=O)N2CCn3c2nc2ccccc23)cc1
Screen / compound no.	25	26	27	28	29	30	31	32
phage Ecoli inh	5.2	1.9	0.0	3.2	2.9	-0.1	-0.1	2.6
PKA-R1A activ	-7	8	-8	-10	0	3	-7	-6
AddAB inh	-0.2	0.3	3.6	0.2	nt	1.0	0.2	3.9
PfHsp90 set2	-34	-60	2	19	16	-6	-4	-14
Ecoli viability	2.6	0.2	1.5	1.6	nt	2.0	1.5	0.0
HTR5A inv ctr	-19	-9	-16	12	-36	9	4	nt
MOR-DOR ag	6.4	-1.2	-1.6	-1.5	-1.5	-3.0	-1.3	nt
Tat export inh	11	0	-3	2	2	2	-2	-12
OPRM1-OPRD1 inv	-29	6	9	8	8	15	7	nt
PKA-R2B act	-10	-10	-3	-8	-9	2	0	4
Mot1-301 SUMO	191	4	-3	-3	nt	-4	20	-8

Given field by field: 2 of the compounds above
30) COc1ccc(CCNC(=O)CCc2nnc(Cc3ccc4c(c3)OCO4)o2)cc1
- phage Ecoli inh: -0.1
- PKA-R1A activ: 3
- AddAB inh: 1.0
- PfHsp90 set2: -6
- Ecoli viability: 2.0
- HTR5A inv ctr: 9
- MOR-DOR ag: -3.0
- Tat export inh: 2
- OPRM1-OPRD1 inv: 15
- PKA-R2B act: 2
- Mot1-301 SUMO: -4

31) Cc1noc(C)c1C(=O)N(C)CC(=O)Nc1ccc(F)c(F)c1F
- phage Ecoli inh: -0.1
- PKA-R1A activ: -7
- AddAB inh: 0.2
- PfHsp90 set2: -4
- Ecoli viability: 1.5
- HTR5A inv ctr: 4
- MOR-DOR ag: -1.3
- Tat export inh: -2
- OPRM1-OPRD1 inv: 7
- PKA-R2B act: 0
- Mot1-301 SUMO: 20

Further records:
33: Cc1ccc(S(=O)(=O)N2CCCCC2)cc1C(=O)Nc1ccccn1
34: COc1ccccc1NS(=O)(=O)c1cc(C(=O)NCC(c2cccs2)N2CCOCC2)ccc1C (stereo unspecified)
35: Cc1ccc(N(Cc2cc3ccc(C)cc3[nH]c2=O)C(=O)c2ccco2)c(C)c1
36: Cc1ccc(CNS(=O)(=O)c2c(C(=O)N3CCCCC3)c(C)n(C)c2C)o1
37: O=C(CSc1nnc2ccccn12)N1CCOCC1
38: CCOc1ccccc1CNCc1ccc(C(=O)O)cc1
39: CC(C)(C)NC(=O)c1cc(NC(=O)c2ccco2)cc(NC(=O)c2ccco2)c1
40: COc1ccc(Cc2nnc(NC(=O)c3ccccc3F)s2)cc1OC
Screen / compound no.	33	34	35	36	37	38	39	40
phage Ecoli inh	0.6	1.3	-1.4	1.4	nt	3.5	0.3	2.4
PKA-R1A activ	8	-1	-5	-6	-5	-5	-8	-7
AddAB inh	1.0	-1.2	-1.1	4.4	0.2	2.1	0.2	5.0
PfHsp90 set2	6	3	-5	11	0	-9	-4	-39
Ecoli viability	0.9	0.1	-0.6	1.0	0.3	-1.6	0.6	-3.0
HTR5A inv ctr	-16	9	-20	12	7	0	20	-36
MOR-DOR ag	0.1	-1.1	-1.9	-2.3	1.1	-3.3	-0.8	-2.8
Tat export inh	-1	-1	1	5	-1	-8	4	-10
OPRM1-OPRD1 inv	-1	7	10	12	-6	17	5	14
PKA-R2B act	-5	-4	5	6	5	2	-1	12
Mot1-301 SUMO	107	-11	-27	6	-3	6	-18	-3

41: COCCN(C(=O)C1CCC1)c1c(N)n(CC(C)C)c(=O)[nH]c1=O
42: CCn1ncc([N+](=O)[O-])c1C(=O)Nc1cc(C)on1
43: C#CCSc1nsc(SCC#C)c1C#N
44: CCOC(=O)c1ccc(S(=O)(=O)N2CCN(C3CC(=O)N(c4ccc(OC)cc4)C3=O)CC2)cc1 (stereo unspecified)
45: Fc1ccc(-n2cc(CNCCc3cccnc3)c(-c3ccccc3Cl)n2)cc1
46: N#C/C(=C(/O)COC(=O)c1ccc2c(c1)OCCO2)c1nc2ccccc2[nH]1
Screen / compound no.	41	42	43	44	45	46
phage Ecoli inh	1.6	1.8	0.8	2.5	0.9	-0.3
PKA-R1A activ	4	-16	7	1	-17	2
AddAB inh	1.1	1.9	-0.5	nt	3.5	-2.2
PfHsp90 set2	-14	25	-38	nt	-10	12
Ecoli viability	0.1	3.8	-1.1	nt	-2.8	-3.3
HTR5A inv ctr	-2	4	11	1	9	-10
MOR-DOR ag	-0.7	-1.6	-1.3	-1.7	9.3	2.2
Tat export inh	-4	6	7	-4	1	7
OPRM1-OPRD1 inv	3	10	6	7	-43	-13
PKA-R2B act	-3	-10	-3	-11	-12	-6
Mot1-301 SUMO	13	8	-5	nt	4	7

Screening results as filed in PubChem BioAssay.
